VP16 counter: counter-screen for ROR gamma inhibitors: Gal4-VP16 reporter | Drosophila S2 Gal4-VP16 UAS-luciferase, luminescence, 20 h | Potency, µM (doses to about 53.6 µM), without a hit: top-dose activity, negative = inhibition, actives largely listed as inhibitors | 310,000 compounds, 3.5% hits;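 also: Gal4-VP16 expression switched on by copper sulfate through the metallothionein promoter; potency is read from the fitted curve at half-maximal effect; % is scaled to controls: 0 for no effect and ±100 for the full control effect; nearly all actives have a fitted effect of over 50% in size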
Rab9 promoter act: activates the Rab9 promoter; Potency, µM (highest dose often 9.22 µM), for inactives: at the top dose activation, negative = inhibition, hits mostly activators; 320,000 compounds, 2.8% hits; Huh7 Rab9 promoter-luciferase reporter, luminescence, 24 h; AID 485297; also: potency is read from the fitted curve at half-maximal effect; % of control where 0% means no effect; nearly all actives have a fitted effect of over 60% in size
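Measured in stably transfected Huh7 cells bearing a Rab9 promoter–luciferase construct: 24 h compound treatment at 37 °C, followed by luminescence detection.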
Giardia killer: Giardia lamblia killing; 340,000 compounds, 0.15% hits; AID 540267; activity change, % at 7.66 µM, hits read low; Giardia lamblia trophozoite viability; in the data active = activity change below about -80%; inconclusive = between about -30% and that limit;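 also: parasites exposed to compound for two days anaerobically before the ATP read; % is scaled to controls: 0 for no effect and ±100 for the full control effect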
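Luminescent ATP signal served as the viability read-out, measured 15-30 min after adding ATP detection reagent to trophozoites that had been incubated with compounds for 48 hrs at 37 deg C anaerobically at 100 cells/well.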
Coupling enz: coupling enzyme interference in Giardia aldolase counter-screen. coupling enzyme system counterscreen, AmpLite Red fluorescence. activity change, negative = inhibition, % at 58.2 µM, hits read low. 290,000 compounds, 0.67% hits. AID 2472; in the data active = activity change below about -30%; also: % is scaled to controls: 0 for no effect and ±100 for the full control effect
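Counterscreen of the coupled detection system alone, without aldolase: glyceraldehyde-3-phosphate coupling enzymes plus AmpLite Red readout. Compounds at 57.5 uM final, 10 min RT preincubation, 20 min RT reaction, fluorescence 525/598 nm.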
Tb PFK block: inhibitors of T. brucei phosphofructokinase; O15648; Potency, µM (top dose mostly 57.5 µM), inactives show at the highest dose activity, negative = inhibition, actives largely listed as inhibitors; 330,000 compounds, 0.17% hits; T. brucei PFK, ADP-Glo luminescence;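 also: potency is read from the fitted curve at half-maximal effect; 0% = uninhibited 1x PFK enzyme wells and -100% = no-enzyme wells; nearly all actives have a fitted effect of over 60% in size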
Target sequence (O15648 whole entry, looked up): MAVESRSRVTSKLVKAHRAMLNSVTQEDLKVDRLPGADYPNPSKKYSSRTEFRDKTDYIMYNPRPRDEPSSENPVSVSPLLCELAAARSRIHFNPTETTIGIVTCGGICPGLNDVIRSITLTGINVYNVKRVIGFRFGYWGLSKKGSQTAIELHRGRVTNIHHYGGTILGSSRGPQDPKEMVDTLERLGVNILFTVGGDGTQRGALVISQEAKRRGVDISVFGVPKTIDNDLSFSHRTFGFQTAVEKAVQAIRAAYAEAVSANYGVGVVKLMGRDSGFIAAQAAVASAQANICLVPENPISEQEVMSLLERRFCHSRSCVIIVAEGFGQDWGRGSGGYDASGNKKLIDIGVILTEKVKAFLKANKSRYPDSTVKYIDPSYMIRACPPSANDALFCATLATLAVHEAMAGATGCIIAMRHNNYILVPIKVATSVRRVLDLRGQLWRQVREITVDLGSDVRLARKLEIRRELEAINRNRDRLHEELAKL
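Compounds were pin-transferred as a titration series up to 57 uM into substrate buffer (0.5 mM F6P, 0.1 mM ATP, pH 8.0), then 1.25 nM PFK was added and reactions ran 45 min before ADP-Glo detection.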
uPA generation: blocks generation of uPA at the cell surface; cell surface uPA generation assay, qHTS; Potency, µM (highest dose often 38.3 µM), inactives show top-dose activity change, negative = inhibition, most hits filed as inhibitors; 330,000 compounds, 0.31% hits; AID 540303; active = well fitted inhibition curve with a large enough effect; inconclusive = small, poorly fitted or top-dose-only effect; inactive = no such curve, though single readings can be large or run the other way; tested in mouse RAW 264.7 cells; also: potency is read from the fitted curve at half-maximal effect; % is scaled to controls: 0 for no effect and ±100 for the full control effect; nearly all actives have a fitted effect of over 55% in size
KCNH2 3.1 block: blocks the human KCNH2 3.1 channel isoform. U2OS KCNH2 3.1, thallium flux FluxOr; active compounds read low. activity change, % (tested at about 1.8 µM). 340,000 compounds, 0.95% hits. AID 720553;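 active = maximum activity change below -70%; inconclusive = maximum activity change from -70% to -50%; inactive = maximum activity change above -50%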;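 also: thallium influx rate constant from kinetic fluorescence after stimulation buffer; % is scaled to controls: 0 for no effect and ±100 for the full control effect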
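Thallium flux read-out: FluxOr dye with Red40 quencher in HBSS/HEPES, 45 min at RT. Rate constants from kinetic reads were normalized to positive and negative DMSO controls. Cells: U2OS virally expressing the 3.1 isoform.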
ELG1 genotoxic: induces genotoxicity in HEK293T cells with luciferase-tagged ELG1 | HEK293T ELG1-luciferase reporter, luminescence, 16 h | Potency, µM (titrated, usually from 46 µM), inactives show at the top dose activity change, positive = activation, actives largely listed as activators | 330,000 compounds, 1.3% hits | AID 504466; also: potency is read from the fitted curve at half-maximal effect; % of control where 0% means no effect; nearly all actives have a fitted effect of over 60% in size
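Step 1: seed 2,000 HEK293T ELG1-luciferase cells per well. Step 2: add compound or DMSO, incubate 16 hr at 37 °C. Step 3: ONE-Glo, 30 min at room temperature, read luminescence.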
NPC1 prom act: activators of NPC1 promoter; Huh7 NPC1 promoter luciferase reporter, 24 h; Potency, µM (highest dose often 9.22 µM), for the others: at the highest dose activation, hits mostly activators; 320,000 compounds, 2.4% hits;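 also: potency is read from the fitted curve at half-maximal effect; % of control where 0% means no effect; nearly all actives have a fitted effect of over 60% in size; reporter is driven by a mutant NPC1 promoter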
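Luciferase expression driven by the NPC1 promoter was measured in stably transfected Huh7 cells after a 24 h compound incubation, using a luciferase reagent and a luminescence read.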
FLuc counter: inhibits or activates purified firefly luciferase, miR-21 counter-screen. purified FLuc, Km substrates, luminescence inhibition. Potency, µM (series often up to 57.5 µM), inactives show at the top dose activity change, negative = inhibition, actives largely listed as inhibitors. 360,000 compounds, 6.9% hits;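 also: potency is read from the fitted curve at half-maximal effect; plate controls were vehicle for no effect and reference inhibitor for full effect; nearly all actives have a fitted effect of over 55% in size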
Target sequence (P08659 whole entry, looked up): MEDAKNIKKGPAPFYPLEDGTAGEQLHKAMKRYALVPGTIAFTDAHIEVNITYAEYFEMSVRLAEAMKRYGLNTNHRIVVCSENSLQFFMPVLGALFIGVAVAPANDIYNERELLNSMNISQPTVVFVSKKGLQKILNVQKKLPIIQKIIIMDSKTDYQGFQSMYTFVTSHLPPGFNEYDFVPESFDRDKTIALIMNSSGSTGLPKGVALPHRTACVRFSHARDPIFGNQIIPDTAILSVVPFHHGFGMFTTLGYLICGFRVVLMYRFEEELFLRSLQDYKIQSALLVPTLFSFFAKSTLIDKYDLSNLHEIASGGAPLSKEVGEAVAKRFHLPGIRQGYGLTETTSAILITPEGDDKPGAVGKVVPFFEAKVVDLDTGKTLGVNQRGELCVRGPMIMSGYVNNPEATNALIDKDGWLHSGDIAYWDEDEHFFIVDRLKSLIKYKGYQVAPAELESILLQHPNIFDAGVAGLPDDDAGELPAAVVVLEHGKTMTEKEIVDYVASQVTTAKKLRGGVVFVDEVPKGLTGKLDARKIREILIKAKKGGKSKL
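Biochemical qHTS of compounds, final roughly 60 µM downward over six points, against 10 nM purified firefly luciferase using Km concentrations of substrates (10 uM D-luciferin, 10 uM ATP) in Tris acetate pH 7.5 buffer; luminescence output.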
RORg inh: ROR gamma (mouse) transcription inhibition; AID 2551; Potency, µM (series often up to 53.6 µM), without a hit: at the highest dose activity change, negative = inhibition, most hits filed as inhibitors; P51450; Drosophila S2 Gal4-RORgamma UAS-luciferase reporter, 20 h; 310,000 compounds, 5.4% hits; also: potency is read from the fitted curve at half-maximal effect; % is scaled to controls: 0 for no effect and ±100 for the full control effect; nearly all actives have a fitted effect of over 60% in size
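Drosophila S2 cells stably expressing Gal4-DBD/mouse RORγ fusion under metallothionein promoter plus UAS-luciferase; compound 1 h, then 700 uM CuSO4 induction for 20 h at ambient temperature; inhibition read as reduced luminescence.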
* marks the source's active call; other numbers are inactive results; ? = inconclusive; nt = not tested or not shown; & = joins results of further samples; [ ] = another dose, or the depositor's remark. Unless noted, calls follow the shape of the dose curve; as a rule, active = well fitted curve in the direction sought with a large enough effect; inconclusive = small, poorly fitted or top-dose-only effect, or another doubt; inactive = no such curve, though single readings can be large; an effect the other way counts as inactive or inconclusive.

SMILES	VP16 counter	Rab9 promoter act	Giardia killer	Coupling enz	Tb PFK block	uPA generation	KCNH2 3.1 block	ELG1 genotoxic	NPC1 prom act	FLuc counter	RORg inh
c1ccc(C2OC3c4cccc5cccc(c45)C3N2c2ccccc2)cc1 (stereo unspecified)	4%	-1%	6	8	-3%	-5%	-8	0%	-5%	-3%	22%
CCCSc1nnc(CSc2nc3nc(C)cc(C)n3n2)o1	3%	0%	1	4	1%	-2%	-2	-1%	2%	-2%	?
CCOc1ccc(C(=O)COC(=O)CNC(=O)C2CCCCC2)cc1	nt	-5%	-1&19	nt	5%	15%	-10	2%	-2%	9.5µM*	nt
CCOc1ccc(S(=O)(=O)NCCC(=O)NCCOc2ccccc2OC)cc1	nt	-3%	13	nt	-6%	-18%	0	2%	-1%	7%	nt
CCOC(=O)C1CCN(c2c(Nc3ccc4c(c3)OCCO4)c(=O)c2=O)CC1	3%	17%	?	2	3%	23%	2	?	11%	21µM*	-11%
O=c1cc(CN2CCOCC2)c2ccc(O)c(O)c2o1	-9%	1%	25	-17	-7%	7%	-4	-2%	-9%	1%	-30%
CN1CCN(C(=O)C2=C[C@H](C3CCCCC3)C[C@H](OCc3ccc(CO)cc3)O2)CC1	3%	2%	9	3	1%	-13%	-16	0%	-7%	-1%	7%
N=c1c(C(=O)NC2CCCCC2)cc2c(=O)n3ccccc3nc2n1Cc1cccnc1	0%	3%	16	-1	9%	0%	-5	-6%	0%	0%	18%
COc1ccc(C(=O)NC2CCN(C(=S)Nc3ccc(C)cc3)CC2)cc1	19%	-13%	-14	-1	-1%	2%	-8	-1%	-2%	-1%	-13%
COC(=O)c1ccccc1NC(=O)NCCc1ccccc1OC	-3%	4µM*	6	-3	0%	5%	-6	9%	3.5µM*	?	32%
COC(=O)c1cc(CN2CCN(c3ccccc3)CC2)ccc1O	0%	0%	-2	-1	5%	-2%	-16	0%	-3%	3%	1%
CCCCN1C(=O)c2ccc(C(=O)Nc3ccccc3N3CCOCC3)cc2C1=O	3%	-2%	14	-2	3%	0%	1	-5%	-4%	-10%	0%
c1ccc(CN2CCC3(CC2)Nc2ccccc2S3)cc1	-2%	1%	-21	-2	-18%	3%	3	-3%	0%	2%	38%
COc1ccc(Cc2nnc(NC(=O)CSc3ccccc3)s2)cc1OC	-4%	-1%	-10	5	-5%	-2%	12	1%	-3%	1%	-45%
Cc1csc(Nc2ccc(Cl)cc2)n1	-4%	?	3	-8	0%	1%	11	?	?	12µM*	?
CCCOc1cccc(NC(=O)OC2CCN(C)CC2)c1	-2%	-1%	5	0	-1%	1%	-4	5%	1%	3%	6%
Cc1cc(C(=O)Nn2c(C)nc3ccccc3c2=O)ccc1[N+](=O)[O-]	-6%	0%	-9	4	-5%	4%	-7	-2%	-5%	-18%	23%
O=c1cc(CSCc2ccc(Cl)cc2)[nH]c(=O)[nH]1	9%	?	-2	6	-1%	3%	-1	1%	3%	-1%	16%
CN(C)Cc1ccc(CNC(=O)c2ccc(Cl)c(S(=O)(=O)NC3CC3)c2)cc1	nt	-6%	6	nt	6%	0%	14	0%	2%	2%	nt
Cc1ccc([C@@H]2C3COCC=C3C(C#N)=C(N)C2(C#N)C#N)o1 (stereo partly specified)	-15%	-7%	1	3	-2%	nt	-4	-9%	0%	2%	?
O=C(O)c1ccccc1-c1ccccc1C(=O)Nc1cccc(Br)c1	1%	-11%	-26	17	0%	0%	18	-1%	1%	-9%	2%
O=S(=O)(c1ccc(Cl)nc1)N1CCOCC1	nt	nt	-8	nt	-10%	16%	6	1%	nt	nt	nt
CCOc1ccccc1N1CCN(C(=O)c2c(Cl)cnn2C)CC1	1%	-1%	7	nt	1%	-1%	1	2%	1%	0%	-22%
NC(=O)c1ccccc1OCc1cccc2ccccc12	-18%	5%	-12	-4	-1%	-2%	-3	-4%	3%	-19%	0%
S=c1[nH]ccn1-c1cccc(Cl)c1Cl	?	-7%	1	2	2%	14%	-2	-1%	-5%	-3%	7.9µM*
COc1ccc(NS(=O)(=O)c2ccc(C(=O)Nc3c(C)n(C)n(-c4ccccc4)c3=O)cc2)cc1	nt	nt	11	nt	-1%	2%	-36	2%	nt	nt	nt
CC(=O)Nc1cccc(C(=O)/C=C/c2ccc(/C=C/C(=O)c3cccc(NC(C)=O)c3)cc2)c1	?	-34%[inhibitor]	nt	3	-3%	nt	nt	-17%	-31%[inhibitor]	0%	10µM*
O=C(N/N=C/c1cnc2ccccc2n1)c1cccc(F)c1	-13%	?	-5	1	-8%	-1%	-4	?	25%	?	1%
CC(C)(C)[C@H]1C=C(C(=O)NC2CC2)O[C@@H](OCCCCO)C1	7%	12%	-16	0	0%	7%	14	6%	10%	0%	-10%
CCNC(=S)N1CCC(C(=O)c2ccc3c(c2)OCCO3)CC1	23%	3%	9	1	4%	7%	6	0%	2%	-11%	5%
O=S(=O)(Nc1cccc(-c2nnco2)c1)c1ccc(Cl)cc1	-12%	-3%	-7	-4	0%	15%	24	-3%	2%	-1%	78%
Cc1ccc(NS(=O)(=O)c2ccc(C(=O)NCC(c3ccco3)N(C)C)cc2)cc1 (stereo unspecified)	3%	3%	10	nt	-3%	-2%	-6	9%	2%	4%	0%
COC(CNC(=O)C1CC(=O)N(CCc2ccc(C)cc2)C1)OC (stereo unspecified)	6%	-2%	9	1	1%	3%	8	0%	0%	-1%	-2%
CCCn1c(N)c(C(=O)CSc2nc3ccccc3n2CCC#N)c(=O)n(C)c1=O	-6%	2%	-8	-3	-13%	3%	-10	2%	-1%	4%	-11%
Cc1ccc(C(=O)c2cc3c(cc2N)OCCO3)cc1	22%	-2%	-5	-1	1%	-8%	18	-11%	-1%	-2%	17%
Cc1cccnc1NC(=O)c1ccc(COc2ccccc2)o1	13%	4%	-2	nt	0%	10%	-12	4%	-4%	0%	-2%
Cc1cccc(N2CC(C(=O)OCC(=O)Nc3sccc3C(N)=O)CC2=O)c1C (stereo unspecified)	nt	nt	-9	nt	-3%	1%	28	0%	nt	nt	nt
O=C(CSCc1nc2ccccc2[nH]1)N1CCN(c2ccc(F)cc2)CC1	?	-17%	4	-8	-3%	-3%	-3	-9%	-11%	-6%	?
Cc1ccc(NC(=O)c2cc3ccccc3cc2O)cc1	?	2.8µM*	-5	-3	0%	-23%	6	?	2µM*	1.1µM*	-25%
CCOC(=O)/C(C#N)=C/c1c(N2CCN(c3ccccc3)CC2)nc2ccccn2c1=O	10%	25%	9	-2	-2%	9%	-25	-9%	10%	-1%	-34%
COc1ccc(NC(=O)c2cc(C)no2)cc1Cl	-9%	5%	-13	-2	-7%	0%	17	16%	9%	-14%	15%
CCOC(=O)/C=C/C(=O)Nc1ccccc1-c1ccccc1NC(=O)/C=C/C(=O)OCC	?	-5%	3	1	-9%	-10%	15	5%	-10%	-2%	?
C=C(C)C1CC=C(CN2CCN(Cc3ccccc3)CC2)CC1 (stereo unspecified)	-8%	-3%	15	0	-1%	-27%	-20	-6%	2%	6%	-11%
CC(C)COCC1CC2(CC(C)C(=O)CC2=O)C(=O)O1 (stereo unspecified)	-1%	1%	-23	6	1%	1%	20	-2%	2%	1%	0%[10 µM]
Cc1ccc(C(=O)Nc2cccnc2Oc2ccc(Cl)cc2)cc1	-1%	-3%	-15	-3	0%	-8%	-27	2%	-7%	?	?
CCC(=O)Nc1ccc(C(=O)CSc2nnc(-c3ccc(O)cc3)n2CC2CCCO2)cc1OC (stereo unspecified)	-2%	-3%	-17	3	-2%	nt	4	-5%	1%	6%	3%
C#CC1(NC(=O)NC(C)C)CCCCC1	3%[10 µM]	-2%	-3	0	-3%	-6%	-20	3%	-5%	2%	-9%
Cc1ccc(C)c(OCCCC(=O)Nc2nccs2)c1	-22%	nt	-8	-1	nt	4%	-7	nt	nt	1%	?
CCOC(=O)C1CCN(C(=O)COc2ccc(N(C)S(=O)(=O)c3cccs3)cc2)CC1	-3%	-2%	9	1	3%	2%	-8	0%	1%	4%	22%
COc1ccc(-c2noc(CN(C)C3CCOCC3)n2)cc1	-11%	2%	-13	0	7%	0%	14	9%	1%	1%	28%
Cc1cc(C(=O)COC(=O)C2=NNC(=O)CC2)c(C)n1-c1ccccc1	-15%	4%	10	-1	4%	nt	2	4%	-4%	1.9µM*	-34%
CCOC(CCn1ccc(O)c(Cc2ccc(Cl)cc2)c1=O)OCC	1%	2%	12	3	-10%	5%	-1	-1%	-1%	3%	14%
CCOC(=O)NC(=O)/C(C=Nc1ccc(Cl)cc1)=C(\C)O	-2%	6%	-13	2	-1%	0%	1	-1%	-30%[inhibitor]	1%	1%

Screening results deposited in PubChem BioAssay by National Center for Advancing Translational Sciences (NCATS).
